SMARCA2 activ – SMARCA2 (BRM) function activators, primary screen, cell-based, luminescence, high throughput; MG213 cells, MMTV-luciferase reporter, dexamethasone, overnight; activation, % at 9.1 µM; hit rate 1% among 370,000; AID 652017, 2013; in the data active = activation above about 7.8%;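 note: 0% = vehicle wells and 100% = reference activator wells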
Rev-erbA mod – modulators of Rev-erb alpha DNA binding, primary screen, biochemical, FITC-DNA, fluorescence polarization, uHTS. hit rate 0.79% among 370,000. Nuclear receptor subfamily 1 group D member 1 (Homo sapiens), P20393. activity, % at 10 µM. Rev-erbα–FITC-DNA binding, 90 min;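 active = activity above about 14%, limit read from the data; passing the limit was not always enough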;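 note: 0% = DMSO wells with 35 nM protein and 100% = DMSO wells with 750 nM protein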
hcDAF-12 act – H. contortus DAF-12 nuclear receptor activators, primary screen, cell-based, luminescence, HEK293, lit1-tk-luc reporter; HEK293 hcDAF-12 lit1-tk-luc reporter; 0% DMSO, 100% Δ7-dafachronic acid; activation, % at 6.8 µM; hit rate 1.4% among 370,000;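 active = activation above the mean of all tested compounds plus 3 SD, cut at about 5.5% in these data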;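 note: 100% = response to 3 µM Δ7-dafachronic acid high control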
PG9 binder – binders of HIV-1 gp120 antibody PG9, primary screen, biochemical, TR-FRET; HIV-1 gp120 / PG9 antibody interaction; inhibition, % at 6.7 µM; TR-FRET gp120-PG9 antibody binding; hit rate 0.43% among 360,000; in the data active = inhibition above about 8.5%
PLCb3 inh – human PLC-beta3 inhibitors, primary screen, biochemical, fluorescence. 1-phosphatidylinositol 4,5-bisphosphate phosphodiesterase beta-3 (Homo sapiens), Q01970. Purified PLC-beta3, fluorogenic substrate. inhibition, % at 12.2 µM. hit rate 0.18% among 370,000. AID 720704, 2013; in the data active = inhibition above about 11%;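 note: 0% = median of compound wells on plate and 100% = full blocker control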
DAX1 inh-1 – DAX1 (NR0B1) inhibitors, primary screen, cell-based, HEK293, Gal4-DAX1, luciferase luminescence; HEK293 Gal4-DAX1 luciferase reporter; inhibition, % at 6.75 µM; hit rate 0.99% among 340,000; AID 504766, 2011;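 active = inhibition above the mean over all tested compounds plus 3 SD, cut at about 4.2% in these data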;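 note: 0% = DAX1-transfected cells with DMSO and 100% = empty-vector control cells with DMSO; inhibition shows as a rise in luminescence from relieved DAX1 repression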
Target sequence (P51843 207-470 limits assumed): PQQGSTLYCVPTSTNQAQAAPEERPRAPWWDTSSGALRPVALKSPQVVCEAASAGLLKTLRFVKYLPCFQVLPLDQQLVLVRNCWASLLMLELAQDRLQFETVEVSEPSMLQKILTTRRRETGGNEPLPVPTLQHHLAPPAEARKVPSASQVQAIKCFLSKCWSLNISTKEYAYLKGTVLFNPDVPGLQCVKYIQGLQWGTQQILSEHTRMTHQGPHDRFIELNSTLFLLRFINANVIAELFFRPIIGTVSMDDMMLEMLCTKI
hgDAF-12 ag – H. glycines DAF-12 receptor agonists, primary screen, cell-based, luminescence, HEK293, GAL4 fusion, UAS-luciferase. Nuclear hormone receptor DAF-12 (Heterodera glycines), GAL4 fusion. HEK293 GAL4-hgDAF12 UAS-luciferase reporter, agonist luminescence; normalized to butyrate control. activation, % at 6.8 µM. hit rate 1.8% among 370,000;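 active = activation above a cutoff set at the mean of all screened compounds plus 3 SD, cut at about 10% in these data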;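 note: 0% = DMSO wells and 100% = sodium butyrate wells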
ssDAF-12 act – S. stercoralis DAF-12 nuclear receptor activators, primary screen, cell-based, luminescence, HEK293, GRIP1 co-expression, lit1-tk-luc; hit rate 1% among 370,000; HEK293 ssDAF-12/GRIP1 lit1-tk-luc reporter; % of 3 µM dafachronic acid response; Nuclear hormone receptor DAF-12 (Strongyloides stercoralis); activation, % at 6.8 µM;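 active = activation above the mean over all tested compounds plus 3 SD, cut at about 0.9% in these data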;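 note: 0% = DMSO-only wells and 100% = 3 µM delta7-dafachronic acid wells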
GAA850 FXN act – FXN promoter activators, primary screen, cell-based, luciferase luminescence, HEK293 lucGAA850; activation, % at 6 µM; AID 540364, 2011; hit rate 0.56% among 360,000; HEK293 lucGAA850 FXN promoter luciferase reporter, 24 h; percent of 10 µM SAHA response;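 active = activation above the average of all compounds screened plus 3 SD, cutoff fixed separately per campaign, cut at about 7.5% in these data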;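 note: 0% = DMSO wells and 100% = 10 µM SAHA wells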
HGIII-sPLA2 inh – human group III sPLA2 inhibitors, primary screen, biochemical, QFRET, BODIPY PC-A2 liposome substrate; inhibition, % at 12.2 µM; hit rate 0.56% among 370,000; QFRET BODIPY PC-A2 liposome hydrolysis, fluorescence;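 active = inhibition above mean plus 3 SD of compounds lying within the high and low control bounds, cut at about 19% in these data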;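 note: 0% = median of test compound wells and 100% = no enzyme DMSO wells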
Target sequence (Q9NZ20 whole entry, looked up): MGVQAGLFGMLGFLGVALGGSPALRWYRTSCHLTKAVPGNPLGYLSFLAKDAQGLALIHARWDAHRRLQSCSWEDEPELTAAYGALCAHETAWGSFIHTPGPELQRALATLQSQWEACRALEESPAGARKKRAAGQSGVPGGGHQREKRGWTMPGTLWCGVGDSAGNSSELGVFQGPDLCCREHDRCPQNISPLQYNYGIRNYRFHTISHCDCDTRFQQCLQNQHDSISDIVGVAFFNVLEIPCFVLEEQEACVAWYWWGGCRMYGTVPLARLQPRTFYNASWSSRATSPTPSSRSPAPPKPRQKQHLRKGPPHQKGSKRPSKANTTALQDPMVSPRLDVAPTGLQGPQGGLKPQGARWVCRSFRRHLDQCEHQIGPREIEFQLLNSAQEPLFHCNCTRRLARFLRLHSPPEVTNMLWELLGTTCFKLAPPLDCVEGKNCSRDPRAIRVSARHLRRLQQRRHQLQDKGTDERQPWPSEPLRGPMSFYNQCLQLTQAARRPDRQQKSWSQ
DAX1 inh-2 – DAX1 (NR0B1) inhibitors on StAR promoter, primary screen, cell-based, luminescence, SF-1 (NR5A1), full-length DAX-1. HEK293T StAR-luciferase reporter, SF-1/DAX-1 repression relief. AID 652010, 2013. hit rate 1.1% among 370,000. inhibition, % at 6.8 µM;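 active = inhibition above the mean over all tested compounds plus 3 SD, cut at about 3.6% in these data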;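 note: 0% = DAX-1 cells with DMSO and 100% = cells lacking DAX-1 with DMSO; higher inhibition means more luminescence from relief of DAX-1 repression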
Starred values were filed as active, the others as inactive; i = inactive; . = not tested or not shown. Rows were taken by chance; overall some 7% were active at least once.

SMILES	SMARCA2 activ	Rev-erbA mod	hcDAF-12 act	PG9 binder	PLCb3 inh	DAX1 inh-1	hgDAF-12 ag	ssDAF-12 act	GAA850 FXN act	HGIII-sPLA2 inh	DAX1 inh-2
Fc1cccc(CCN2CCNC[C@@H]2Cc2ccccc2)c1	0.8	-2.4	-1.1	0.4	7.0	-0.1	0.3	-0.5	-0.6	8.5	0.5
NC(=O)C[C@H]1NC(=O)[C@H](CCC(=O)O)NC(=O)c2cc([N+](=O)[O-])cc(I)c2NCCC[C@@H](C(N)=O)NC1=O	1.1	1.5	-0.5	-0.7	-0.8	-0.4	0.2	-1.6	0.8	-6.2	-0.1
CC/C(=N\NC(=O)CNC(=O)/C=C/c1ccc(OC)cc1)c1ccccc1	-1.6	7.5	-2.1	-2.5	-2.5	-2.2	-0.2	-0.4	1.1	-9.6	-0.1
COc1ccccc1N(C)S(=O)(=O)c1ccc(C(=O)NCc2ccccc2CN2CCCC2)cc1	0.3	3.4	-1.6	0.5	-3.2	0.0	-3.6	-1.9	-0.2	-9.0	4.2*
CNC(=O)c1cc2cc(Br)ccc2s1	-3.8	-2.5	-2.1	1.8	-13.1	-0.2	3.3	-1.8	1.0	-5.5	-1.3
O=C(CN1CCN(CCC(=O)Nc2ccccc2F)CC1)Nc1ccc(Cl)cc1	0.2	4.8	-0.9	-2.1	0.0	-1.0	0.3	-1.2	0.5	0.4	0.3
Cc1cc(Cl)cc(C)c1OCCn1ccnc1	-2.8	-0.7	-0.5	-1.6	-8.9	1.2	-2.7	-1.0	-5.0	-6.9	1.1
Cc1cccc(OCCCC(=O)NC(C)C)c1	0.3	-0.1	-1.3	-2.3	-0.2	0.6	-1.2	-1.1	0.3	-1.4	0.3
CNC(=O)c1ccccc1Sc1ccccc1CO	-0.3	5.9	0.6	-2.7	-5.2	1.9	-0.1	-1.2	3.5	0.3	0.1
COc1ccc(CN2C(=O)CSCC2(C)C(=O)NCc2ccccc2)cc1OC (stereo unspecified)	1.4	0.8	-1.3	2.2	-1.0	.	-1.6	-0.6	.	-0.1	-0.6
Cc1ccc(C)c(-n2c(=O)c(C#N)cc3c(=O)n4ccccc4nc32)c1	-1.1	4.8	-0.8	1.0	-125.4	2.2	-0.9	-0.9	1.8	-0.9	-0.9
Cc1nc(SCC(=O)Nc2c(C)n(C)n(-c3ccccc3)c2=O)c2cnn(-c3ccccc3)c2n1	-1.3	11.6	-1.6	1.3	-7.4	-1.4	-1.8	-0.4	-2.5	5.9	0.4
O=C(CCn1cccc1)NCCc1ccc(Cl)cc1	-0.7	-3.9	-1.0	3.2	1.0	3.6	-2.1	-0.8	1.0	-7.5	-0.1
O=c1ccc(=O)n(-c2ccccc2)[nH]1	-1.9	1.3	-1.9	-1.6	-6.8	2.2	2.6	-1.5	2.4	1.1	-0.2
CC(=O)Nc1cccc(Oc2nc(C)cc(C)c2C#N)c1	-2.5	-1.6	-1.0	0.0	0.6	1.6	-4.2	-1.5	-0.4	12.7	0.2
COc1ccc(NC(=O)Cc2ccc(C)c(C)c2)cc1S(=O)(=O)N1CCCCC1	-3.0	-5.5	1.5	2.7	-1.8	0.2	-2.5	-0.7	-0.6	-24.4	-1.7
C[C@@H]1CCN(C2CC2)S(=O)(=O)c2c(cccc2N2CC[C@@H](N(C)C)C2)O1	0.9	2.9	-0.5	.	-0.3	.	0.7	-1.0	.	-3.9	-0.7
O=C(O)c1ccc(N2CCCCC2)cc1O	-1.4	1.6	0.1	-0.4	-7.5	2.6	0.6	-1.4	0.5	2.8	0.8
CCOC(=O)/C=c1\s/c(=C\c2c(OC)ccc3ccccc23)c(=O)n1CC(=O)NCC1CCCO1 (stereo unspecified)	-1.1	8.4	-1.8	-1.7	-437.3	0.1	-3.3	-0.7	-4.7	-15.9	0.6
COC(=O)C12CCC3(SCCS3)C(C(=O)OC)(CCC13SCCS3)C2	-2.9	-0.6	0.4	-0.9	1.4	1.3	3.3	-1.6	4.2	1.8	-0.3
O=C(CSc1ncc(C(F)(F)F)cc1Cl)NCC1CCCO1 (stereo unspecified)	3.6	-6.6	-1.0	-0.9	-4.2	2.6	4.5	-1.8	1.0	-2.1	-0.3
Cc1cc(-c2nnc(SCC(=O)c3ccc(F)cc3)o2)no1	-0.1	-0.1	-0.3	4.9	0.2	-1.4	-1.1	-1.4	3.8	-15.0	-0.2
O=C(Nn1cnnc1)c1ccccc1-c1ccccc1	-0.5	-0.2	0.7	0.2	0.5	0.7	-0.3	-1.4	0.8	0.0	0.0
O=C(COC(=O)Cc1ccc(Cl)cc1)Nc1ccccc1F	-2.1	-5.2	-1.3	-0.7	-7.8	-0.5	-2.7	-1.0	0.2	-9.1	-0.9
Cc1cc2c(c(=O)o1)[C@@]1(C(=O)Nc3ccccc31)C1=C(CCCC1=O)O2	1.1	4.5	2.5	0.5	-1.9	.	2.0	-1.0	.	1.1	-0.9
CCCCOC(=O)Nc1ccc(S(=O)(=O)Nc2nc(C)cc(C)n2)cc1	-0.9	-1.7	-1.6	1.1	4.3	0.2	-3.2	-0.8	1.8	4.5	0.3
O=C(O)C1Nc2c(C(F)(F)F)ccc(Cl)c2C2C=CCC12 (stereo unspecified)	-1.1	-3.8	-0.7	0.1	-15.6	0.0	0.4	-0.3	-0.1	2.2	-0.1
CCOC(=O)c1nnc(-c2ccccc2)nc1NCc1ccc(Cl)cc1	5.3	-3.0	-0.7	-1.2	3.6	0.2	0.2	-1.4	2.5	5.1	-0.1
CCCC(=O)Nc1ccc2oc(-c3cncc(Br)c3)nc2c1	1.1	2.3	4.8	0.5	-190.0	2.2	6.7	-0.1	4.5	1.7	0.7
Cc1cc(C)c(C(=O)NC2CC(C)(C)Cc3c2cnn3-c2cccc(F)c2)[nH]1 (stereo unspecified)	-3.6	-1.8	-0.8	-3.7	-15.3	0.2	-2.9	-1.5	0.5	-0.3	-0.5
O=[N+]([O-])c1ccc2nc(N3CCCC3)sc2c1	1.3	3.6	3.1	0.6	-6.6	1.5	7.4	-0.1	4.5	8.9	0.4
CCOC(=O)c1cnc(SCC(=O)Nc2cccc(OC)c2)nc1N	-2.0	0.6	-1.3	-2.3	3.0	-1.4	-1.4	-1.4	1.2	-7.1	-1.1
CN(C)c1ccc2c3c(ccc(N(C)C)c13)C(=O)OC2	-0.5	1.8	0.8	-3.8	-10.7	.	2.3	-0.3	1.0	-2.1	-0.4
Cc1cc(C(=O)Nc2ccc3c(c2)OCO3)no1	3.4	-3.6	5.3	-1.6	-6.7	0.9	10.2	0.1	3.4	1.8	7.8*
FC(F)(F)c1cnc(N2CCN(C(=S)NCc3ccccc3)CC2)c(Cl)c1	-5.6	-7.2	-1.7	-0.7	-9.2	-0.8	-2.2	-1.6	0.4	3.5	-0.7
CCC(=O)Nc1ccc(C(=O)Cn2nc(C(=O)O)c3ccccc3c2=O)cc1	-1.5	-8.7	0.0	-0.2	-6.6	.	-1.0	-0.9	.	0.1	-0.2
Cc1ccccc1Nc1ccc2nonc2c1[N+](=O)[O-]	-1.1	-7.1	-1.6	-1.8	-4.4	1.6	-0.8	-1.6	3.3	6.5	-0.5
Cc1cc(NC(=O)CCCC(=O)N(CC(=O)NC2CCCCC2)c2ccccc2)no1	-1.8	-7.0	-1.4	2.9	2.6	-0.5	-2.4	-1.4	-1.8	6.0	-1.2
CCN1C(=O)c2cccc3c(N)ccc(c23)C1=O	-1.9	240.0*	-2.7	-8.0	i	-1.9	-0.1	-2.1	1.7	-272.0	-0.4
NC(=O)CC(NC(=O)Cc1ccc(Cl)cc1)c1ccc(NC2CC3CCC2C3)c([N+](=O)[O-])c1 (stereo unspecified)	-0.1	7.5	-2.6	0.5	3.6	-0.2	-2.6	-1.4	1.7	-7.7	-0.8

By substructure: those above with a COOH group (four)
SMILES	SMARCA2 activ	Rev-erbA mod	hcDAF-12 act	PG9 binder	PLCb3 inh	DAX1 inh-1	hgDAF-12 ag	ssDAF-12 act	GAA850 FXN act	HGIII-sPLA2 inh	DAX1 inh-2
NC(=O)C[C@H]1NC(=O)[C@H](CCC(=O)O)NC(=O)c2cc([N+](=O)[O-])cc(I)c2NCCC[C@@H](C(N)=O)NC1=O	1.1	1.5	-0.5	-0.7	-0.8	-0.4	0.2	-1.6	0.8	-6.2	-0.1
O=C(O)c1ccc(N2CCCCC2)cc1O	-1.4	1.6	0.1	-0.4	-7.5	2.6	0.6	-1.4	0.5	2.8	0.8
O=C(O)C1Nc2c(C(F)(F)F)ccc(Cl)c2C2C=CCC12 (stereo unspecified)	-1.1	-3.8	-0.7	0.1	-15.6	0.0	0.4	-0.3	-0.1	2.2	-0.1
CCC(=O)Nc1ccc(C(=O)Cn2nc(C(=O)O)c3ccccc3c2=O)cc1	-1.5	-8.7	0.0	-0.2	-6.6	.	-1.0	-0.9	.	0.1	-0.2

Later entries
SMILES	SMARCA2 activ	Rev-erbA mod	hcDAF-12 act	PG9 binder	PLCb3 inh	DAX1 inh-1	hgDAF-12 ag	ssDAF-12 act	GAA850 FXN act	HGIII-sPLA2 inh	DAX1 inh-2
O=C(Nc1nc2ccccc2n1CCN1CCCCC1)c1ccco1	3.4	-4.0	3.8	-0.8	-9.6	0.5	3.9	-0.8	1.4	-0.9	-0.2
CCN(CC)C(=O)c1ncn2c1C(=O)N[C@H](C)C2	-2.4	4.5	1.4	0.1	4.5	.	-2.1	-0.5	.	3.3	-0.6
COC(C[C@H]1O[C@H]1[C@H](O)[C@H](C)OCc1ccccc1)OC	0.3	0.5	0.6	-0.3	3.0	0.2	-0.8	-0.9	0.2	9.1	0.3
CCN1CCN(c2ccc(NC(=O)c3ccc4c(c3)[nH]c(=O)n4Cc3ccc(OC)cc3)cc2)CC1	-0.2	2.2	0.8	-0.8	-1.3	0.3	-1.8	-1.3	-0.4	1.6	0.1
COc1cccc(OC)c1OCCCCN1CCCC1	-1.1	-4.3	1.6	-1.2	0.7	-0.6	-1.0	-0.1	-0.1	1.6	1.3
CCOc1c(Cl)cc(CNc2ccc(S(N)(=O)=O)cc2)cc1OC	-4.0	2.6	-2.7	-0.6	2.1	-1.8	-4.7	-1.5	2.1	-0.4	-1.3

From PubChem
